All columns: NCI-60 one-dose screen, growth in % after 48 h at 10 µM unless noted; 100 = growth as untreated, 0 = no growth, -100 = all killed.
OVCAR-5 – OVCAR-5 ovarian cancer; 2.9% of 82,000 active
A498 – A498 renal cancer cells. AID 1794774. 5.4% of 76,000 active
ACHN – ACHN renal cancer; 4.9% of 81,000 active; AID 1794771
OVCAR-8 – OVCAR-8 ovarian cancer | 4.4% of 81,000 active | AID 1794782
RXF 393 – RXF 393 renal cancer cells; 6.9% of 77,000 active
TK-10 – TK-10 renal cancer cells | 3.9% of 81,000 active | AID 1794769
OVCAR-3 – OVCAR-3 ovarian cancer | 7% of 79,000 active
CAKI-1 – CAKI-1 renal cancer | 4.7% of 75,000 active | AID 1794772
Starred values were filed as active, the others as inactive; nt = not tested or not shown. Rule for the calls: active = growth percent below 10; inactive = the rest. This is a subset; the hit share may differ from the screen's.

nr	SMILES	CAKI-1	A498	TK-10	OVCAR-8	ACHN	RXF 393	OVCAR-3	OVCAR-5
1	COc1ccc(-c2cc(NC(=O)Nc3nc4c(C)cccc4s3)no2)cc1	93	76	104	104	100	107	108	97
2	CC(NP(=O)(c1ccccc1)c1ccccc1)c1ccccc1 (stereo not drawn)	99	71	103	98	103	103	115	117
3	Cn1c2ccccc2c2c3c(c4c5ccccc5ccc4c21)C(=O)N(O)C3=O	83	27	88	62	64	81	72	103
4	O=C(/C=C\C(=O)OC1CCCCC1)OC1CCCCC1	99	91	101	97	103	102	103	102
5	O=C(N/N=C\c1ccc(F)cc1)C1CC1	106	117	115	97	109	116	115	112
6	N#CC1(C#N)C(C#Cc2ccccc2)OC23CCCCC2C1(C#N)C(=N)O3 (stereo not drawn)	95	102	120	96	102	124	107	114
7	CC1=C(C(=O)/C=C/c2c[nH]c3ccccc23)C(c2ccccc2)NC(=S)N1 (stereo not drawn)	78	nt	135	101	93	105	98	97
8	COC1OC(COS(=O)(=O)c2ccc(C)cc2)C2OC(C)(C)OC12 (stereo not drawn)	67	137	73	98	107	91	98	83
9	CN(CCCCCl)P(=O)(OCc1ccc([N+](=O)[O-])o1)C(F)(F)C[C@H](NC(=O)CNC(=O)c1ccc(N=[N+]=[N-])cc1)C(=O)NCCc1ccc(O)cc1 (stereo partly drawn)	105	104	121	107	106	48	109	123
10	CCCCOc1nc2c(C)cccc2cc1C1CNC(=O)c2ccccc2N1 (stereo not drawn)	52	55	99	81	66	78	20	112
11	COC(=O)C1=C(C)C(=O)CC1	116	109	108	109	100	143	114	100
12	c1ccc(Cc2cc(-c3cc(Cc4ccccc4)[nH]n3)n[nH]2)cc1	61	105	112	96	69	117	92	101
13	OCC(O)COc1ccc(Cl)cc1 (stereo not drawn)	96	98	105	88	107	110	103	93
14	C=C(C)C1CC[C@]2(C(=O)NCCCCCCCCN)CC[C@]3(C)C(=CC[C@@H]4[C@@]5(C)C[C@@H](CC#CC#CC[C@@H]6C[C@]7(C)[C@H]8CC=C9[C@H]%10[C@H](C(=C)C)CC[C@]%10(C(=O)NCCCCCCCCN)CC[C@@]9(C)[C@]8(C)CC[C@H]7C(C)(C)[C@H]6OC(C)=O)[C@H](OC(C)=O)C(C)(C)[C@@H]5CC[C@]43C)[C@@H]12 (stereo partly drawn)	100	114	159	106	118	94	106	117
15	CCOC(=O)c1cnc(=S)[nH]c1N	109	86	99	101	118	105	130	103
16	COc1ccc(NC(=O)C(=O)NNC(=O)c2sc(NNC(C)=O)nc2C)c([N+](=O)[O-])c1	98	102	146	105	96	97	101	107
17	COc1ccc(/C=C/c2cc(=O)c3c(C)c(Cl)c(C)cc3o2)cc1OC	82	97	124	91	83	91	98	95
18	O=C1/C=C/[C@@H](O)[C@@H]2C[C@@H](O)C[C@H]2/C=C/CCC[C@H](C(F)(F)F)O1	4.6*	-18*	-21*	2.1*	3.6*	-29*	-28*	16
19	COc1ccc(/C(CSc2nnc(-c3c[nH]c4ccccc34)n2-c2ccccc2)=N/O)cc1	20	70	43	30	22	nt	31	55
20	CC(C)(C)c1ccc(CCO)cc1	nt	118	94	96	107	117	116	91

Shown screen by screen: part of the list above.
2	CC(NP(=O)(c1ccccc1)c1ccccc1)c1ccccc1 (stereo not drawn)
3	Cn1c2ccccc2c2c3c(c4c5ccccc5ccc4c21)C(=O)N(O)C3=O
4	O=C(/C=C\C(=O)OC1CCCCC1)OC1CCCCC1
5	O=C(N/N=C\c1ccc(F)cc1)C1CC1
6	N#CC1(C#N)C(C#Cc2ccccc2)OC23CCCCC2C1(C#N)C(=N)O3 (stereo not drawn)
7	CC1=C(C(=O)/C=C/c2c[nH]c3ccccc23)C(c2ccccc2)NC(=S)N1 (stereo not drawn)
8	COC1OC(COS(=O)(=O)c2ccc(C)cc2)C2OC(C)(C)OC12 (stereo not drawn)
9	CN(CCCCCl)P(=O)(OCc1ccc([N+](=O)[O-])o1)C(F)(F)C[C@H](NC(=O)CNC(=O)c1ccc(N=[N+]=[N-])cc1)C(=O)NCCc1ccc(O)cc1 (stereo partly drawn)
10	CCCCOc1nc2c(C)cccc2cc1C1CNC(=O)c2ccccc2N1 (stereo not drawn)
11	COC(=O)C1=C(C)C(=O)CC1
assay / entry | 2 | 3 | 4 | 5 | 6 | 7 | 8 | 9 | 10 | 11
CAKI-1 | 99 | 83 | 99 | 106 | 95 | 78 | 67 | 105 | 52 | 116
A498 | 71 | 27 | 91 | 117 | 102 | nt | 137 | 104 | 55 | 109
TK-10 | 103 | 88 | 101 | 115 | 120 | 135 | 73 | 121 | 99 | 108
OVCAR-8 | 98 | 62 | 97 | 97 | 96 | 101 | 98 | 107 | 81 | 109
ACHN | 103 | 64 | 103 | 109 | 102 | 93 | 107 | 106 | 66 | 100
RXF 393 | 103 | 81 | 102 | 116 | 124 | 105 | 91 | 48 | 78 | 143
OVCAR-3 | 115 | 72 | 103 | 115 | 107 | 98 | 98 | 109 | 20 | 114
OVCAR-5 | 117 | 103 | 102 | 112 | 114 | 97 | 83 | 123 | 112 | 100

12	c1ccc(Cc2cc(-c3cc(Cc4ccccc4)[nH]n3)n[nH]2)cc1
13	OCC(O)COc1ccc(Cl)cc1 (stereo not drawn)
14	C=C(C)C1CC[C@]2(C(=O)NCCCCCCCCN)CC[C@]3(C)C(=CC[C@@H]4[C@@]5(C)C[C@@H](CC#CC#CC[C@@H]6C[C@]7(C)[C@H]8CC=C9[C@H]%10[C@H](C(=C)C)CC[C@]%10(C(=O)NCCCCCCCCN)CC[C@@]9(C)[C@]8(C)CC[C@H]7C(C)(C)[C@H]6OC(C)=O)[C@H](OC(C)=O)C(C)(C)[C@@H]5CC[C@]43C)[C@@H]12 (stereo partly drawn)
15	CCOC(=O)c1cnc(=S)[nH]c1N
16	COc1ccc(NC(=O)C(=O)NNC(=O)c2sc(NNC(C)=O)nc2C)c([N+](=O)[O-])c1
17	COc1ccc(/C=C/c2cc(=O)c3c(C)c(Cl)c(C)cc3o2)cc1OC
18	O=C1/C=C/[C@@H](O)[C@@H]2C[C@@H](O)C[C@H]2/C=C/CCC[C@H](C(F)(F)F)O1
assay / entry | 12 | 13 | 14 | 15 | 16 | 17 | 18
CAKI-1 | 61 | 96 | 100 | 109 | 98 | 82 | 4.6*
A498 | 105 | 98 | 114 | 86 | 102 | 97 | -18*
TK-10 | 112 | 105 | 159 | 99 | 146 | 124 | -21*
OVCAR-8 | 96 | 88 | 106 | 101 | 105 | 91 | 2.1*
ACHN | 69 | 107 | 118 | 118 | 96 | 83 | 3.6*
RXF 393 | 117 | 110 | 94 | 105 | 97 | 91 | -29*
OVCAR-3 | 92 | 103 | 106 | 130 | 101 | 98 | -28*
OVCAR-5 | 101 | 93 | 117 | 103 | 107 | 95 | 16

More structures follow:
nr	SMILES	CAKI-1	A498	TK-10	OVCAR-8	ACHN	RXF 393	OVCAR-3	OVCAR-5
21	O=CNc1ncccn1	98	95	106	98	98	117	123	94
22	CC(C)C(O)c1ccccc1 (stereo not drawn)	100	93	110	112	102	110	109	101
23	O=c1c2ccccc2[nH]c2ccccc12	94	87	nt	102	100	102	96	101
24	CCOc1c(C#N)c(Nc2ccc(S(N)(=O)=O)cc2)c(C#N)c(=O)n1S(=O)(=O)c1ccccc1	78	86	120	99	101	109	109	106
25	O=P1(O)CC2=C(CC=CC2)C1	101	121	92	106	101	106	102	111
26	CCCCn1ccnc1C	121	132	99	105	103	112	117	103
27	CCCCNC(=O)Oc1ccc(/C(=C(\C)c2ccc(Cl)cc2)c2ccc(OCCN3CCCCC3)cc2)cc1	92	85	87	nt	94	79	80	72
28	COc1ccccc1-n1c(-c2ccccc2C)cn2c3c(=O)[nH]c(=O)n(C)c3nc12	61	nt	78	92	53	67	87	81
29	CCOC(=O)C1=C(C)N=C2SC=C(c3ccc(Cl)cc3)N2[C@H]1c1cn[nH]c1-c1ccc(F)cc1	81	104	108	76	73	87	77	110
30	COc1ccc2[nH]c(=O)c(O)c(-c3ccc(F)cc3)c2c1	nt	103	107	99	98	91	105	102
31	Nc1c(C(=O)Nc2cccc3ccccc23)sc2nc3c(cc12)C(=O)CCC3	23	-18*	75	21	34	-5.7*	-27*	40
32	FC(F)(F)C(F)(F)c1nc2nc(Cl)c(Cl)nc2[nH]1	111	98	114	99	108	115	112	107
33	COc1ccc(/C=C2\C(=O)N=C3N2NC(c2cc(Br)ccc2O)C=C(C)N3c2ccccc2)cc1 (stereo not drawn)	96	94	118	98	99	98	103	104
34	Cn1c[n+](C)c2ccccc21	101	123	102	97	100	125	141	104
35	O=C(NCc1ccc(Cl)cc1)c1ncoc1-c1ccc2c(c1)OCCO2	99	96	117	100	107	124	114	106
36	CS(=O)(=O)c1ccc(-n2cc(/C=C/C(=O)c3ccc(NC(=O)CO[N+](=O)[O-])cc3)c(-c3ccc(Br)cc3)n2)cc1	100	100	110	102	102	114	106	109
37	O=C(O)c1ccc(N/C=C/C(=O)c2cc3cc(Br)ccc3oc2=O)cc1	87	107	98	100	107	104	97	97
38	CCOc1ccc(C(=N)N2CCN(C)CC2)c2ccccc12	93	99	83	97	100	105	101	101
39	Nc1nnc(CSc2nc3ccccc3c(=O)n2CCc2ccccn2)s1	101	84	110	104	98	107	113	109
40	Cc1nc2nc(N)[nH]c(=O)c2[nH]1	983	67	112	105	113	56	115	97
41	Cc1cnc2nc(-c3ccc(N(C)C)cc3)cn2c1	108	107	98	103	112	80	107	78
42	CCCCCCCCCCCCCCCCCCNC(=S)N/N=C/c1cc(Br)ccc1O	84	87	116	96	98	108	nt	96
43	Cc1ccc(-n2nnc3c(sc4ccccc43)c2=O)cc1	49	102	57	50	15	60	37	90
44	C/C(=N\NC(=S)Nc1ccccc1)c1ccccn1	6.2*	29	51	12	18	12	9.5*	36
45	COc1cc(/C=C2\CCCCC3=C2N=C2SC(C)=CN2C3c2cc(OC)c(OC)c(OC)c2)cc(OC)c1OC (stereo not drawn)	74	51	70	53	51	95	60	97
46	COc1ccc(CN2CCc3c(Nc4ccccc4)nc(N)nc3C2=O)c(OC)c1	87	74	81	78	80	85	98	71
47	CCN(CC)CCN(C(=O)C1c2ccccc2Oc2ccccc21)c1ccccc1	82	86	100	107	93	97	90	89
48	NC(N)=Nc1ccc(Oc2cccc(NC(N)=Nc3ccc(I)cc3F)c2)cn1	nt	49	71	78	95	nt	42	49
49	CCOC(=O)C(CCC1=NC(C)(C)CC(C)O1)C(=O)OCC (stereo not drawn)	46	106	101	85	6.3*	85	107	63
50	COc1ccc2cc(C(C)C(=O)Nc3ccc(S(=O)(=O)N=C(N)N)cc3)ccc2c1 (stereo not drawn)	93	108	97	99	94	92	108	107
51	NCc1ccccc1Br	95	104	103	96	103	117	94	95
52	COc1ccccc1[C@H]1C(C(=O)c2ccc(O)cc2)C2(N[C@@H]1c1ccccc1)C(=O)Nc1ccccc12 (stereo partly drawn)	52	114	90	91	87	85	54	109
53	O=C1C(=O)c2cc([N+](=O)[O-])ccc2-c2ccccc21	-69*	110	-85*	-59*	-99*	-97*	-94*	-79*
54	Cc1cc(C)c([O-])c(CN(C)CCN(C)Cc2cc(C)cc(C)c2[O-])c1.O=C([O-])c1cccc(C(=O)[O-])n1.[Ti+4]	25	-86*	-21*	21	19	-43*	9.5*	22
55	CCC[C@@]1(CCc2ccccc2)CC(O)=C([C@H](CC)c2cccc(NS(=O)(=O)c3ccc(C(F)(F)F)cn3)c2)C(=O)O1	99	101	103	104	100	129	nt	104
56	O=C(Cn1c(-c2cc3ccccc3oc2=O)nc2ccc(F)cc21)Nc1nc2ccccc2s1	81	58	120	92	83	83	96	96
57	O=C(OCC(O)C(O)C(O)COC(=O)c1ccccc1)c1ccccc1 (stereo not drawn)	91	93	115	100	109	113	119	113
58	COc1cc(-c2cc(/C=C/C(=O)c3ccc(Cl)c(Cl)c3)[nH]n2)cc(OC)c1OC	83	71	nt	78	82	67	86	82
59	O=C(COc1ccc(Cl)cc1Cl)Oc1coc(CSc2nc3ccccc3s2)cc1=O	101	-21*	107	21	101	nt	114	116
60	COc1cccc(NC(=O)OC(C)C)c1	86	93	100	106	101	109	121	96
61	CCN(CC)CCOc1ccc(C#N)cc1	116	68	101	106	103	107	106	107
62	COc1ccc(/C=C2\N=C(Nc3ccccc3)N(NC(=O)c3ccccn3)C2=O)cc1	88	81	127	100	99	96	105	122
63	C/C(=N\Nc1ncc(C#N)c(N)n1)c1ccc(C)cc1	nt	85	100	110	109	98	96	104
64	CCOC(=O)/C(C#N)=C/c1ccc(Cl)cc1	97	93	105	110	103	97	102	90
65	Cn1c(/C=C(\C#N)c2ccccc2)nc2c(N3CCOCC3)nc(Cl)nc21	-97*	2.3*	-64*	8.8*	-96*	-86*	-92*	-50*
66	COc1cnc2c(c1)C(=O)c1c-2n(CCCN2CCCC2)c(=O)c2cc(Cl)ccc12	42	-9.2*	39	26	7.7*	30	nt	65
67	COc1ccc(NC(=O)c2sc3nc4c(cc3c2N)C(O)CCC4)cc1 (stereo not drawn)	93	-8.3*	122	101	113	102	104	104
68	CCNC(=O)Oc1ccc(/C(=C(/C)c2ccc(Cl)cc2)c2ccc(OCCN3CCCC3)cc2)cc1	86	nt	98	88	95	67	100	91
69	CC(=O)Nc1nc2c(c(N)c1C#N)C(c1cccc(Cl)c1)C1=C(CCCC1=O)N2c1sc2c(c1C#N)CCCC2 (stereo not drawn)	nt	62	45	37	53	16	56	87
70	CON=C1CCC(C(C)(C)C)CC1 (stereo not drawn)	96	86	113	107	99	94	111	101
